High-throughput results as filed in PubChem BioAssay.
bCat nuc transl – modulators of beta-catenin nuclear translocation, primary screen, imaging, HeLa cells, immunofluorescence, high-content. nuclear translocation activity, % at 5 µM. 0.3% of 190,000 active. AID 1665, 2009;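 active means nuclear translocation activity above 50% at 5 µM, with a well cell count of 50 or more; inconclusive means wells under 50 cells across six images, flagged as toxic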;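 further: per-cell ratio of nuclear to cytoplasmic median beta-catenin stain intensity; plate controls were DMSO negative control for no effect and GSK-3 inhibitor IX positive control for full effect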
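System: Human HeLa cells, endogenous beta-catenin | Compound dosing: 5 µM primary, 0.02–20 µM confirmation | Timing: 24 h compound exposure at 37°C, 5% CO2 | Measured by: Fluorescence imaging of beta-catenin antibody stain plus DAPI | Read-out basis: % activation of per-cell nuclear versus cytoplasmic median beta-catenin signal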
Salmonella PhoP GFP – inhibitors of PhoP regulon expression, primary screen, Salmonella Typhimurium, GFP reporter (AID 1863); S. Typhimurium PhoP-regulated promoter GFP reporter, 4 h; higher % means a stronger effect; one-dose inhibition, % at 50 µM; IC50 in µM for titrated hits; 0.16% of 300,000 active;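 active means inhibition over 29.93%, a cutoff 3 SD above the screen mean, later confirmed by dose response; inconclusive means inhibition over 29.93% but no dose response follow-up; inactive means inhibition at most 29.93% or unconfirmed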;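 further: 0% = low Mg2+ inducing control and 100% = high Mg2+ repressing control; strong numbers were not always called active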
SV40 large T antigen – SV40 large T antigen inhibitors, biochemical (AID 1903); inhibition, % at 20 µM, or IC50 in µM where a hit was titrated; SV40 large T antigen ATPase/helicase inhibition assay; higher % means a stronger effect; 0.39% of 310,000 active; in the data active means a potency from the dose series; inconclusive means inhibition mostly from about 32% at the one dose, without a potency; inactive means the rest, 99 in 100 with inhibition below about 32%; further: strong numbers were not always called active
WT yeast gro inh – growth inhibition of WT strain, primary screen, mitochondrial fusion inhibitor project, WT and mutant strains, chemical genetic. mitochondrial fusion phenotypic screen. inhibition, % at 10 µM. 2.1% of 190,000 active; in the data active means inhibition above about 58%; tested in S. cerevisiae
Myeloid diff MLP – induction of myeloid progenitor differentiation, primary screen, cell-based, flow cytometry, MLPCN library; ER-HoxA9 myeloid progenitors, lysozyme-GFP differentiation; calls only at 10 µM; 1% of 360,000 active; AID 624256, 2012;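 active means normalized GFP-positive differentiation at or above the plate's own cutoff, the solvent-only control mean plus 3 SD; inconclusive means no clear call, values can overlap the other calls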;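 further: cells exposed to compound for four days before flow analysis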
RSV antiviral HEp-2 – RSV antiviral activity via CPE protection, HEp-2 cells, primary 10 µM value included (AID 2391). HEp-2 cells, RSV-induced CPE inhibition; higher % means a stronger effect. CPE inhibition, % at 10 µM, or IC50 in µM where a hit was titrated. 0.13% of 310,000 active; in the data active means a potency from the dose series; inconclusive means CPE inhibition mostly from about 23% at the one dose, without a potency; inactive means the rest, 99 in 100 with CPE inhibition below about 21%; further: strong numbers were not always called active
T cell modulator – modulators of CD8 T cell-vesicle binding, primary screen, mouse 2C CD8+ T cells, flow cytometry. 0.068% of 330,000 active. calls only at 7 µM. 2C CD8+ T cell-vesicle binding; stronger effect = lower value;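 active means response, share of CD8 T cells binding vesicles, and their 90th percentile fluorescence all below set limits, cut at about 80% in these data, passing the limit was not always enough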
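incubation = binding step 1.5 h, 37 °C, antibody labelling 20 min, ice | test system = 2C mouse CD8+ T cells | read-out basis = percent CD8+ FL2 mean versus row control | controls = Peptide-free naked vesicles (low) and QL9 vesicles with 0.7% DMSO vehicle (high) | detection = flow cytometry of vesicle-bound cells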
Rac1 GTP hydrolysis – MgcRacGAP GTPase-activating activity inhibitors, confirmation, biochemical, ADP Hunter fluorescence. Rac GTPase-activating protein 1 (Homo sapiens). MgcRacGAP-stimulated Rac1 GTP hydrolysis, ADP Hunter fluorescence; higher % means a stronger effect; GST-tagged Rac1 F28L mutant substrate. inhibition, % at 30 µM; hits with a dose series show IC50 in µM. 0.6% of 340,000 active;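 active means first-screen hits whose inhibition reached a set limit at any dose in the follow-up dose series; inconclusive means inhibition above the set first-screen limit but never retested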;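 further: fluorescence reports GDP produced by GAP-driven GTP hydrolysis; strong numbers were not always called active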
West Nile antiviral – West Nile virus antiviral activity, cell-based, CPE readout (AID 1621) | CPE inhibition, % at 10 µM, or IC50 in µM where a hit was titrated | West Nile virus-infected cells, CPE inhibition; higher % means a stronger effect | 0.02% of 290,000 active; in the data active means a potency from the dose series; inconclusive means CPE inhibition mostly from about 3.7% at the one dose, without a potency; inactive means the rest, 99 in 100 with CPE inhibition below about 2.2%; further: strong numbers were not always called active
WT yeast gro inh mutant strain – recorded beside WT yeast gro inh, whose call it bears; inhibition, %; mitochondrial fusion phenotypic screen, mutant strain inhibition
bCat nuc transl cell count 5 µM – further read-out of bCat nuc transl, marked with its call; cell count; measured here: cell count, cytotoxicity flag
T cell modulator vesicle-bound % – second read-out of T cell modulator, no call of its own (marks repeat the call); double positive events, %; measured here: CD8+ vesicle-bound cell fraction;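 binding gate set so that unloaded-vesicle control wells show 10% double positive cells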
Myeloid diff MLP GFP+ MAC1+ % – recorded beside Myeloid diff MLP, whose call it bears; GFP+ MAC1+ double positive, %; measured here: differentiation confirmed by MAC1 staining
* hit, by the source's call; i = inactive; ? = inconclusive; . = not tested or not shown; + = active, no number.

SMILES	bCat nuc transl	bCat nuc transl cell count 5 µM	Salmonella PhoP GFP	SV40 large T antigen	WT yeast gro inh	WT yeast gro inh mutant strain	Myeloid diff MLP	Myeloid diff MLP GFP+ MAC1+ %	RSV antiviral HEp-2	T cell modulator	T cell modulator vesicle-bound %	Rac1 GTP hydrolysis	West Nile antiviral
CCOCCCNC(=O)c1cn(CC(C)C)c(=O)c2cc(OC)c(OC)cc12	-1.8	1136	9.3%	1.3%	14.3	-2.5	i	1.3	.	.	.	16.1%	.
COc1cccc(CNCc2ccc3c(c2)OCO3)c1	.	.	0.3%	13.9%	.	.	i	0.3	-0.1%	i	60.1	31.8%	-0.6%
Cc1ccc(C(OCC(O)CN2CCCCC2CO)c2ccccc2)cc1 (centres undefined)	1.0	1522	-5.5%	-3.7%	-16.8	-21.6	i	0.9	-2.7%	i	20.0	20.7%	-0.7%
Cc1cc(C)nc(SCNC(=O)c2ccc(Cl)cc2)n1	.	.	-8.4%	22.0%	7.0	11.0	i	0.6	1.9%	i	27.3	5.2%	0.4%
COc1ccc(OCCCC(=O)N2CCCc3ccccc32)cc1	-3.1	1157	10.6%	3.4%	21.6	11.5	i	1.1	5.9%	i	27.1	11.2%	-0.4%
CN1CCCC(OC(=O)c2ccc3c(c2)OCCO3)C1 (centres undefined)	-0.8	1091	35.2%	?	-4.5	-5.5	.	.	.	.	.	14.5%	0.4%
O=C(c1ccncc1)c1ccc(NS(=O)(=O)c2ccc(Br)s2)cc1	1.2	1409	6.9%	0.3%	-12.2	70.2	i	1.8	16.3%	i	6.6	0.8%	-0.5%
CC(CC(=O)c1cccs1)CC(=O)c1cccs1	-0.8	1104	1.0%	0.9%	-12.8	6.7	i	8.2	1.3%	i	31.0	2.4%	-0.7%
COc1ccccc1NC(=S)NCCSc1ccc(Cl)cc1	2.0	1095	7.7%	1.4%	78.0*	61.1*	i	1.0	0.8%	i	15.2	3.3%	-0.9%
CC(=O)Nc1ccccc1OCc1cnc(Cl)s1	-4.0	1132	-6.7%	1.6%	-8.1	4.3	i	0.1	3.0%	i	35.6	3.2%	0.3%
Cc1cc(NC(=O)CN2C(=O)c3ccccc3S2(=O)=O)no1	.	.	10.9%	47.8%	.	.	.	.	-0.7%	i	40.6	6.2%	0.2%
COc1ccc(NC(=O)CSc2nnnn2C)cc1S(=O)(=O)N1CCCCC1	.	.	.	.	.	.	i	0.4	0.3%	i	32.4	2.0%	.
CCCN(Cc1ccco1)S(=O)(=O)c1ccc(OC)c(OC)c1	-1.0	1301	-3.8%	12.1%	.	.	i	0.9	.	i	43.7	4.5%	0.3%
Cc1ccc(NC(=O)CN(C)C(=O)c2cc(-c3cccs3)nn2-c2ccccc2)cc1	.	.	.	.	.	.	i	0.5	2.2%	i	43.8	2.2%	.
CC(=O)/C(=N\Nc1ccccc1)Sc1cccc2cccnc12	-0.6	1118	7.6%	6.0%	24.1	18.1	i	1.6	8.7%	i	4.9	6.1%	-1.2%
Cc1ccc2nc(N(CCCN(C)C)C(=O)c3sc4ccccc4c3Cl)sc2c1	-0.8	1190	-21.4%	5.9%	88.8*	75.0*	i	0.5	-0.3%	i	45.7	9.9%	-0.2%
O=C(COC(=O)C1=NNC(=O)CC1)NCCc1ccccc1	.	.	-2.1%	10.9%	.	.	i	0.5	-0.3%	i	48.8	2.0%	.
CCc1cccc(NC(=O)c2cccc3c2C(=O)N(C2CCCCC2)C3)c1	.	.	2.8%	13.1%	.	.	i	2.3	38.3%	i	69.2	11.3%	-0.9%
O=C(O)c1ccccc1-n1c(-c2ccccc2)cc2c1CCCC2=O	-1.1	940	-3.8%	5.7%	-1.5	-3.3	i	0.0	2.5%	i	66.1	2.6%	-0.2%
O=C(CCCN1C(=O)/C(=C\c2cccs2)SC1=S)Nc1ccccn1	-4.1	1153	1.5%	2.0%	-0.9	-0.3	i	0.7	2.2%	i	56.6	10.6%	0.8%
CCCCN1C(=O)NC(NC(C)=O)(C(F)(F)F)C1=O (centres undefined)	-1.8	1147	3.3%	-0.4%	-5.8	6.0	i	0.7	0.7%	i	0.7	-1.1%	1.8%
Cc1cc(C)c(OCCCCN(C)Cc2ccccc2)c(C)c1	.	.	-7.4%	16.3%	.	.	i	0.0	-2.2%	i	31.7	120µM*	-1.6%
COc1ccc(NC(=O)c2ccccc2NS(=O)(=O)c2ccc(C)cc2)c([N+](=O)[O-])c1	1.7	443	-11.2%	30.2%	3.0	11.1	i	0.3	4.2%	i	5.8	2.9%	-0.8%
O=c1[nH]c(-c2cccnc2)nc2sc(-c3ccccc3)cc12	120.3*	189*	3.5%	10.9%	-10.6	10.0	.	.	-2.5%	i	17.9	6.8%	0.1%
O=C(/C=C/Nc1ccc(F)cc1)c1ccc(Oc2ncccn2)cc1	-0.9	1152	-7.1%	3.6%	6.8	9.6	i	0.9	1.8%	i	42.6	10.5%	.

(next part)
SMILES	bCat nuc transl	bCat nuc transl cell count 5 µM	Salmonella PhoP GFP	SV40 large T antigen	WT yeast gro inh	WT yeast gro inh mutant strain	Myeloid diff MLP	Myeloid diff MLP GFP+ MAC1+ %	RSV antiviral HEp-2	T cell modulator	T cell modulator vesicle-bound %	Rac1 GTP hydrolysis	West Nile antiviral
CCOc1ccc(NC(=S)N(CC)Cc2ccccc2)cc1	-0.9	1147	1.0%	9.0%	8.4	8.8	.	.	1.4%	i	17.8	.	-0.7%
Nc1ccc(-n2nnnc2CN2CCOCC2)cc1	0.2	1149	2.7%	11.0%	-13.7	9.0	i	0.3	0.9%	i	38.9	2.9%	0.0%
O=C(Nc1c(C(=O)N2CCC(N3CCCCC3)CC2)oc2ccccc12)c1c(F)cccc1F	.	.	2.5%	9.9%	.	.	i	0.0	0.0%	i	31.5	15.5%	0.6%
COc1ccc(OCC(=O)Nc2ccccc2OC(F)F)cc1	.	.	3.7%	15.7%	9.1	0.2	i	0.8	2.3%	i	46.5	11.2%	-0.1%
C=CCNc1nc(Cl)nc(Nc2ccc([N+](=O)[O-])cc2)n1	-3.9	1244	13.8%	20.7%	3.0	-17.0	i	0.2	1.1%	i	54.8	10.1%	-0.5%
COC(=O)c1ccc(C(=O)OC)c(NC(=O)CN2CCC(C)CC2)c1	-0.1	992	5.7%	19.6%	0.6	-3.9	i	0.4	0.0%	i	25.1	-2.6%	0.3%
CN(C)S(=O)(=O)c1cccc(C(=O)Nc2ccccc2)c1	1.2	890	-9.2%	-0.3%	17.5	-2.5	i	0.2	1.2%	i	36.2	7.1%	0.8%
CC(=O)c1ccc(Nc2nc3ccc(C)cc3n3cnnc23)cc1	.	.	0.9%	5.1%	.	.	i	0.6	-0.6%	i	28.9	7.3%	0.1%
CCN1CCN(c2ccc(S(=O)(=O)N3CCCCC3)cc2NC(=O)c2cccc(C)c2[N+](=O)[O-])CC1	.	.	0.9%	2.0%	.	.	i	0.5	-1.0%	+	1.8*	8.1%	.
Cc1ccc(NC(=O)N2CCC(NC(=O)c3ccco3)CC2)cc1	.	.	5.9%	-12.5%	.	.	+	6.4*	2.0%	i	13.2	3.3%	0.0%
CC1CCCCC1NCc1cccc([N+](=O)[O-])c1 (centres undefined)	0.3	1580	-2.8%	2.2%	1.8	8.2	i	0.2	-1.1%	i	43.9	16.5%	-0.8%
COc1ccc(NS(=O)(=O)c2cc3c(cc2C)NC(=O)CO3)c(OC)c1	.	.	.	0.0%	.	.	i	4.6	-0.4%	i	13.7	-3.0%	-0.3%
Cc1cc(NS(=O)(=O)c2ccc(NC(=O)c3ccoc3C)cc2)nc(C)n1	1.6	763	-4.2%	5.2%	15.6	20.3	i	0.9	.	.	.	16.1%	0.0%
COc1cccc(/C=N/Nc2nn3cnnc3c3ccccc23)c1O	0.4	1028	3.0%	17.4%	-16.9	0.7	i	0.7	4.6%	i	19.8	7.7%	.
COc1cc2c(cc1OC)CC(=O)N(C)CC2	.	.	-2.3%	-0.4%	7.0	1.6	i	0.5	0.2%	i	43.6	-7.8%	1.6%
CN1CCN(C(=O)C2=C[C@@H](c3ccccc3)C[C@@H](OCCCCO)O2)CC1	-0.9	1078	-2.1%	-1.2%	-0.2	0.6	i	2.8	0.0%	i	18.7	1.7%	0.5%
Cc1ccc(CCNC(=O)C2CCCN(C(=O)N(C)C)C2)cc1 (centres undefined)	.	.	0.6%	16.6%	-1.6	1.0	i	0.5	-0.2%	i	47.8	5.6%	.
O=C(CN(C1CCCCC1)S(=O)(=O)c1ccc(Cl)cc1)NCCCO	-7.5	978	-8.6%	-1.4%	-14.7	8.2	i	0.7	-0.3%	i	57.9	3.7%	-0.2%
CN(C)c1ccc(C(=O)NCc2ccc3c(c2)CCO3)cc1	0.3	1291	-10.2%	27.5%	.	.	i	0.0	.	i	32.9	.	0.2%
Cc1cccc(C2c3[nH]c4ccccc4c3CCN2C(=O)Cc2n[nH]c(C)n2)n1 (centres undefined)	0.7	973	-8.7%	3.6%	7.8	10.8	i	0.3	-0.7%	i	62.5	4.4%	-0.8%
CN(C)CCNC(=O)Cc1ccc([N+](=O)[O-])cc1	-4.6	592	-8.1%	9.5%	2.6	8.1	i	1.0	2.5%	i	35.2	-4.7%	0.2%
CN(C1=NS(=O)(=O)c2ccccc21)c1ccc(OC(=O)c2ccncc2)cc1	0.3	1558	-0.6%	24.1%	-7.8	1.4	i	0.6	4.1%	i	24.4	2.3%	-0.1%
COc1ccc(C(=O)n2nc(C)cc2Nc2ccccc2)cc1	5.5	1162	0.0%	5.3%	50.0	36.9	i	3.3	3.3%	i	31.5	-1.4%	0.8%
COc1ccc(S(=O)(=O)NCc2ccc(F)cc2)cc1OC	-1.8	1026	-3.3%	-3.9%	0.7	0.8	i	0.3	-1.6%	i	28.2	7.7%	-0.4%
O=C1C(=O)N(Cc2ccco2)C(c2cccc(Cl)c2)/C1=C(\O)c1ccc2c(c1)OCCO2 (centres undefined)	-0.6	464	-15.8%	16.2%	1.1	-5.2	i	1.0	3.9%	i	26.2	17.6%	0.0%
COc1cccc(NC(=O)NC2CCN(Cc3nnnn3Cc3ccc(F)cc3)CC2)c1	-1.6	867	-7.0%	8.8%	8.3	2.0	i	2.0	-1.2%	i	43.6	8.5%	-0.1%
